IkB sig inh: suppresses IkB signaling in ABC-DLBCL reporter cells; ABC-DLBCL IkBa-CBG/CBR dual luciferase ratio, 4 h; response scale: scaled: untreated 0%, proteasome inhibitor 100%; Potency, µM (doses to about 57.1 µM), inactives show at the top dose IkBa stabilization activation; AID 445; hit rate 0.04% among 110,000; active = well fitted curve in the direction sought with a large enough effect in the signal ratio, not every such curve was filed as active; inconclusive = small, poorly fitted or top-dose-only effect, or a change in a side signal; the % refers to the signal ratio;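 note: the direction sought is a rising ratio; 0% = basal untreated cells and 100% = reference inhibitor full response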
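In this assay, an IκBα–CBG68 fusion accumulates when IKK-driven degradation is blocked; native CBR normalizes for cell number. OCI-Ly3 cells were treated 4 h with compound and doxycycline, then green and red light read after Chroma-Glo addition.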
p53ts 39C kill: kills p53ts cells at the nonpermissive temperature; H1299-p53A138V viability at 39C, ATP luminescence, 24 h; hit rate 1.5% among 130,000; Potency, µM (series often up to 46.1 µM), without a hit: top-dose activity change, negative = cell killing, most hits filed as cytotoxic; note: nearly all actives have a fitted effect of over 55% in size
Imprint erasure: inducers of genomic imprint erasure in mouse ES cells | Potency, µM (top dose mostly 60.7 µM), for the others: at the top dose activity change, positive = activation, hits mostly activators | hit rate 0.02% among 110,000 | mouse ES Peg3-LacZ reporter, beta-gal luminescence, 40 h;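 note: 0% = negative control wells on the plate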
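Each well holds 300 Peg3LacZ-Neo (maternal) female ES cells incubated 40 h at 37C, 5% CO2. LacZ is measured by BetaGlo luminescence, with AC50 and maximum efficacy derived from dose-response curves.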
p53ts 32C kill: p53ts cell cytotoxicity, permissive temperature | Potency, µM (doses to about 46.1 µM), for inactives: at the top dose activity change, negative = cytotoxicity, hits mostly cytotoxic | H1299-p53A138V at 32C, ATP luminescence viability, 24 h | hit rate 0.93% among 130,000 | AID 924;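 note: 0% = DMSO and -100% = full killing by reference compound; nearly all actives have a fitted effect of over 55% in size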
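ATP-content luminescence (ATPlite) read-out after 24 h compound exposure at 32C in H1299-p53A138V cells (600/well). Tested up to 46 uM. Normalized to DMSO (0%) and 100 uM tamoxifen (100% killing); Hill-fit AC50.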
An asterisk follows results filed as active; ? = inconclusive; . = no result given; [ ] = remark or other dose. Unless noted, calls come from the whole dose curve; as a rule, active = well fitted curve in the direction sought with a large enough effect; inconclusive = small, poorly fitted or top-dose-only effect, or another doubt; inactive = no such curve, though single readings can be large; an effect the other way counts as inactive or inconclusive. Unless noted, % is set by controls: 0 for no effect and ±100 for the full control effect; potency is the fitted concentration of half-maximal effect.

Assay codes – A = IkB sig inh; B = p53ts 39C kill; C = Imprint erasure; D = p53ts 32C kill
1) CCOC(=O)N1CCc2c(sc3c2C(=O)NC(c2cc(OC)c(OC)c(OC)c2)N3)C1 (configuration not stated)
  A: ?	B: 1%	C: 2%[10.9 µM]	D: 2%

2) Nc1nc(-c2ccccc2)cc(C(F)(F)F)n1
  A: -1.1%	B: -12%	C: -7%	D: 5%

3) O=C(CSc1nnc2scc(-c3ccccc3)n12)Nc1ccc2c(c1)OCCO2
  A: -6.0%	B: 9%	C: 6%	D: -2%

4) Cc1nnc2n(Cc3ccccc3)c(=O)c3c4c(sc3n12)COC(C)(C)C4
  A: -0.7%	B: 13%	C: 0%	D: 9%

5) COc1ccc(-c2nc3ccccc3o2)cc1NC(=O)c1cc([N+](=O)[O-])ccc1N1CCOCC1
  A: ?	B: 26%	C: -12%[10.9 µM]	D: -6%

6) CCOCCCNC(=S)NCCNc1nc2ccc(C)cc2cc1C#N
  A: .	B: -2%	C: .	D: -16%

7) CCOC(=O)c1ccc(NC(=O)CSc2nnc(COc3ccccc3)n2C)cc1
  A: -1.8%	B: 4%	C: -4%	D: -7%

8) COC(=O)N1CCC2(CCCN(C(=O)Nc3ccc(OC)cc3)C2)CC1
  A: 1.8%[11.4 µM]	B: -5%	C: .	D: -5%

9) COc1ccc(C(=O)N2CCC(C(=O)Nc3ccccc3Cl)CC2)cc1
  A: 3.0%	B: 4%	C: -9%[10.9 µM]	D: 1%

10) CCOC(=O)CSc1nc2cc3c(cc2cc1C#N)OCO3
  A: -0.3%	B: 3%	C: -7%	D: 8%

11) Cc1ccc(C)c(NS(=O)(=O)c2ccc3c(c2)n(C)c(=O)n3C)c1
  A: 0.4%	B: 11%	C: -17%[10.9 µM]	D: 14%

12) Clc1ccccc1OCCn1cnc2ccccc21
  A: -1.3%	B: -15%	C: -36%[inhibitor]	D: -5%

13) O=C(CCCn1c(=O)c2cccn2c2cccnc21)Nc1ccccc1C(F)(F)F
  A: -3.1%	B: -6%	C: -8%[10.9 µM]	D: 9%

14) O=C(Nc1ccc(Br)cc1F)c1ncoc1-c1ccco1
  A: -0.1%	B: -20%	C: ?	D: 0%

15) CCOC(=O)C1C(=O)Nc2nc3ccccc3n2C1C(C)C (configuration not stated)
  A: 4.2%	B: 12%	C: -5%	D: 0%

16) CCC(=O)N1c2ccccc2CC1C(=O)NCCN1CCN(c2cc(Cl)ccc2C)CC1 (configuration not stated)
  A: ?	B: -9%	C: -15%[10.9 µM]	D: 1%

17) Cc1cccc(NC(=O)CSc2nc(=O)n(Cc3ccccn3)c3c2CCC3)c1C
  A: -0.8%	B: -2%	C: ?	D: 2%

18) O=C(COC(=O)Cn1[nH]c(=O)c2ccccc2c1=O)Nc1ccc2c(c1)OCO2
  A: 1.3%	B: 6%	C: 7%	D: -7%

19) Cc1cc(C)n2nc(CNS(=O)(=O)c3ccc(C)c(C)c3)nc2n1
  A: ?	B: 2%	C: 6%[10.9 µM]	D: 8%

20) O=c1c2c3c(sc2ncn1-n1cccc1)CCCCC3
  A: .	B: ?	C: .	D: ?

21) COC(=O)c1cc2sc(C)cc2n1CC(=O)Nc1cccc(SC)c1
  A: ?	B: -6%	C: 5%[10.9 µM]	D: 0%

22) CCOc1ccc(-n2c(=O)c3c4c(sc3n(CC(=O)NCCCOC)c2=O)CCCCC4)cc1
  A: 2.7%	B: 20%	C: 12%[10.9 µM]	D: -3%

23) CCCOCC(C)OCC(C)O (configuration not stated)
  A: 2.9%	B: 3%	C: 9%	D: -1%[1.84 µM]

24) CN1CCCC(OC(=O)COc2ccc(Br)cc2)C1 (configuration not stated)
  A: 0.2%	B: 0%	C: -11%	D: -7%

25) CCOC(=O)CSc1nnc(CNC(=O)c2cc(OCC)c(OCC)c(OCC)c2)n1C
  A: 2.7%	B: -7%	C: -4%	D: -4%

26) CCOC(=O)C1C(=O)NC(N2CCN(Cc3ccccc3)CC2)=NC1c1ccco1 (configuration not stated)
  A: 0.6%	B: 5%	C: 0%	D: 4%

27) O=C(CCC(=O)OCCCC(F)(F)C(F)(F)F)NC1CCCCC1
  A: -1.3%	B: 11%	C: -11%	D: -5%

28) O=C(Nc1nc2ccc(S(=O)(=O)N3CCCC3)cc2s1)c1cccs1
  A: 0.1%	B: -11%	C: -17%	D: -16%

29) CCN(c1ccccc1)S(=O)(=O)c1ccc2[nH]cc(C(=O)N3CCOCC3)c(=O)c2c1
  A: 0.4%	B: -1%	C: -16%	D: -12%

30) O=C(Cn1nc(-c2ccccc2)ccc1=O)NCc1ccc(F)cc1Cl
  A: ?	B: ?	C: -13%[10.9 µM]	D: 1%

31) COCCNC(=O)CSc1nc(-c2ccc(C)cc2)nc2c1c(=O)n(C)c(=O)n2C
  A: -0.5%	B: 6%	C: -8%[10.9 µM]	D: 15%

32) O=C(Nn1cnnc1)c1cc(-c2ccccn2)nc2ccccc12
  A: 2.6%	B: -17%	C: -3%	D: -25%

33) Cc1ccc(S(=O)(=O)Nc2cc(Cl)c3oc4c(c3c2)CCCC4)cc1
  A: ?	B: ?	C: -18%[10.9 µM]	D: ?

34) COc1ccc(-n2c(=O)c3ccc(C(=O)NCc4ccc(C)cc4)cc3n(Cc3ccc(F)cc3Cl)c2=O)cc1
  A: 0.0%	B: 20%	C: -8%[10.9 µM]	D: 6%

35) CCc1ccc(NC(=O)C(CC)n2c(=O)c(-c3ccccc3NC(C)=O)nc3ccccc32)cc1 (configuration not stated)
  A: -0.9%	B: -3%	C: 5%[10.9 µM]	D: 2%

36) Cn1c(=O)cc(SCC(=O)N2CCCC2)c2ccccc21
  A: -0.7%	B: -13%	C: 3%	D: -4%

37) CCCc1cc(=O)[nH]c(SCc2cccnc2)n1
  A: .	B: 1%	C: .	D: 3%

38) Cc1cc(NCCCCO)n2c(nc3ccccc32)c1C#N
  A: -5.4%	B: -3%	C: -4%	D: -2%

39) Cc1nc(CC(=O)c2c(C)cc(O)cc2O)cs1
  A: 4.1%	B: -11%	C: -15%	D: 2%

40) COc1cccc(CNC(=O)CSc2cc(C)[nH]c(=O)n2)c1
  A: 0.3%	B: 19%	C: 8%[10.9 µM]	D: -9%

41) O=S(=O)(c1cccc(-c2nnc(SC(F)F)n2-c2ccccc2)c1)N1CCCCC1
  A: ?	B: 2%	C: -11%	D: 3%

42) COc1ccccc1OCCn1c(-c2ccc(Br)cc2)nc2ccccc2c1=O
  A: 2.3%	B: 8%	C: -5%[10.9 µM]	D: 1%

43) CC1N=C2c3ccccc3N=C(SCc3cc(=O)n4cc(Cl)ccc4n3)N2C1=O (configuration not stated)
  A: -0.4%	B: 6%	C: -12%	D: 2%

44) Brc1ccc(CNCCCSc2nnnn2-c2ccccc2)cc1
  A: ?	B: ?	C: -5%[10.9 µM]	D: ?

45) CCCOc1ccc(C2C(=O)N(C3CCCCC3)CC(=O)N2CCCOCC)cc1OC (configuration not stated)
  A: -1.9%	B: -3%	C: -9%	D: 2%

46) Cc1ccc(N2C(=O)CS(=O)(=O)C23C(=O)N(Cc2cccc(F)c2)c2ccccc23)cc1Cl (configuration not stated)
  A: 1.2%	B: -8%	C: -10%[10.9 µM]	D: 5%

47) Cc1occc1C(=O)NCCCCNC(=O)c1ccoc1C
  A: 0.2%	B: 2%	C: 22%	D: 2%

48) Cc1ccc(C)c(OCCn2c(-c3ccc(Cl)cc3)nc3ccccc3c2=O)c1C
  A: -2.8%	B: 28%	C: -9%[10.9 µM]	D: 7%

49) CCOc1ccc(NC(=O)c2sc3ccccc3c2Cl)cc1
  A: 0.0%	B: -13%	C: -17%[10.9 µM]	D: -5%

50) O=C(CSc1nc2ccccc2n1Cc1ccc(F)c(Cl)c1)N1CCN(c2ccc(F)cc2)CC1
  A: ?	B: -48%	C: -8%[10.9 µM]	D: 12%

Carrying on:
Assay codes – A = IkB sig inh; B = p53ts 39C kill; C = Imprint erasure; D = p53ts 32C kill
51) Cc1ccccc1NC(=O)CC1NCCNC1=O (configuration not stated)
  A: 3.5%	B: 6%	C: 14%[10.9 µM]	D: 7%

52) CC1CCN(C(=O)c2ccc(NC(=O)c3nsc4ccccc34)cc2)CC1
  A: ?	B: ?	C: -6%[10.9 µM]	D: -23%

53) O=C(O)CCS(=O)(=O)Cc1cccc(Cl)c1
  A: -2.7%	B: 5%	C: -6%	D: 0%

54) Cn1c(Cn2nnc3ccccc32)nnc1SCC(=O)Nc1ccc2c(c1)OCO2
  A: -2.0%	B: -3%	C: -5%	D: -7%

55) ON1C(c2ccc(Cl)cc2Cl)N(O)[C@H]2CCCC[C@H]21 (some centres not stated)
  A: 3.4%	B: 10%	C: -12%	D: 5%

56) CC(SCCc1ccccn1)C(=O)O (configuration not stated)
  A: -2.1%	B: 5%	C: -5%	D: 3%

57) Cc1onc(-c2ccccc2Cl)c1C(=O)N1CCN(c2cccc(Cl)c2)CC1
  A: 2.8%	B: 17%	C: -18%	D: -9%

58) COc1ccc(F)cc1S(=O)(=O)N1CCN(Cc2ccc3c(c2)OCO3)CC1
  A: 1.9%	B: 18%	C: -11%	D: -7%

59) COc1ccc2[nH]c(=O)c(CN(C(=O)C3CCCO3)c3ccc(C)cc3)cc2c1 (configuration not stated)
  A: -0.8%	B: 5%	C: -3%	D: -7%

60) CC(C)CNc1ncnc2onc(-c3ccc(Cl)cc3)c12
  A: 0.7%	B: -13%	C: -7%[10.9 µM]	D: 11%

61) c1ccc(Oc2cccc(NC3=NCCC3)c2)cc1
  A: 0.0%	B: -10%	C: -8%	D: -12%

62) CCn1cc(C(=O)NCc2ccccc2OC)c(=O)c2ccc(C)nc21
  A: 1.5%	B: 13%	C: .	D: 1%

63) Cc1ccc(C(NC(=O)Cc2cccs2)C(=O)Nc2ccc(C(C)C)cc2)cc1 (configuration not stated)
  A: 2.0%	B: 9%	C: -9%[10.9 µM]	D: 0%

64) CC(=O)N(C)c1nc(-c2ccc(Cl)cc2)cs1
  A: -0.8%	B: -11%	C: .	D: -11%

65) COc1ccc(S(=O)(=O)N2CCC(C(=O)N3CCN(c4ccccc4OC)CC3)CC2)cc1
  A: 4.4%	B: 5%	C: -10%	D: -2%

66) Cc1cccc(-n2ncc3c(Nc4ccc(F)cc4)ncnc32)c1
  A: 0.9%	B: 2%	C: -25%	D: 1%

67) CCCCOC(=O)CSc1nnc(-c2ccccc2)o1
  A: ?	B: 2%	C: 6%[10.9 µM]	D: -8%

68) CCC1CN(C(=O)N2CCC(C(=O)O)CC2)c2cc(C)ccc2O1 (configuration not stated)
  A: 2.1%	B: 5%	C: -12%[10.9 µM]	D: 0%

69) Fc1ccc(-c2nnc3sc(C4COc5ccccc5O4)nn23)cc1 (configuration not stated)
  A: 6.4%	B: -5%	C: -16%	D: ?

70) Cn1cccc1-c1cc(C(=O)O)[nH]n1
  A: 0.4%	B: -5%	C: -4%	D: 5%

71) Cc1ccc(NC(=O)NCc2cccn2Cc2ccccc2)cc1F
  A: -4.1%	B: 6%	C: -7%[10.9 µM]	D: -11%

72) Cc1ccc(C)c(-c2nnc(NC(=O)c3ccc4c(c3)OCCO4)o2)c1
  A: ?	B: 24%	C: 11%[10.9 µM]	D: -1%

73) O=[N+]([O-])c1ccc(CSCc2ccc(Cl)cc2)cc1
  A: 0.9%[11.4 µM]	B: -15%[9.22 µM]	C: -12%[10.9 µM]	D: -3%[9.22 µM]

74) Cc1cc(-c2nc3ncccc3o2)ccc1N
  A: -3.8%	B: ?	C: .	D: ?

75) COc1ccc(-c2noc(N3CCC(C(=O)Nc4ccc(OC)c(OC)c4)CC3)n2)cc1
  A: 0.3%	B: -3%	C: -10%[10.9 µM]	D: 8%

76) CCN(CC)S(=O)(=O)c1ccc(Cl)c(C(=O)Nc2nnc(C)s2)c1
  A: ?	B: -7%	C: -1%	D: -13%

Ordered by molecular weight (descending): part of the list above
Assay codes – A = IkB sig inh; B = p53ts 39C kill; C = Imprint erasure; D = p53ts 32C kill
59) COc1ccc2[nH]c(=O)c(CN(C(=O)C3CCCO3)c3ccc(C)cc3)cc2c1 (configuration not stated)
  A: -0.8%	B: 5%	C: -3%	D: -7%

62) CCn1cc(C(=O)NCc2ccccc2OC)c(=O)c2ccc(C)nc21
  A: 1.5%	B: 13%	C: .	D: 1%

66) Cc1cccc(-n2ncc3c(Nc4ccc(F)cc4)ncnc32)c1
  A: 0.9%	B: 2%	C: -25%	D: 1%

67) CCCCOC(=O)CSc1nnc(-c2ccccc2)o1
  A: ?	B: 2%	C: 6%[10.9 µM]	D: -8%
